Source: PubChem BioAssay
FLuc modulator: firefly luciferase modulation, counter-screen for miR-21 project; P08659; purified FLuc, Km substrates, luminescence inhibition; Potency, µM (series often up to 57.5 µM), without a hit: top-dose activity change, negative = inhibition, most hits filed as inhibitors; 360,000 compounds, 6.9% hits; active means well fitted inhibition curve with a large enough effect; inconclusive means small, poorly fitted or top-dose-only effect;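 further: plate controls were vehicle for no effect and reference inhibitor for full effect; nearly all actives have a fitted effect of over 55% in size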
Target sequence (P08659 whole entry, looked up): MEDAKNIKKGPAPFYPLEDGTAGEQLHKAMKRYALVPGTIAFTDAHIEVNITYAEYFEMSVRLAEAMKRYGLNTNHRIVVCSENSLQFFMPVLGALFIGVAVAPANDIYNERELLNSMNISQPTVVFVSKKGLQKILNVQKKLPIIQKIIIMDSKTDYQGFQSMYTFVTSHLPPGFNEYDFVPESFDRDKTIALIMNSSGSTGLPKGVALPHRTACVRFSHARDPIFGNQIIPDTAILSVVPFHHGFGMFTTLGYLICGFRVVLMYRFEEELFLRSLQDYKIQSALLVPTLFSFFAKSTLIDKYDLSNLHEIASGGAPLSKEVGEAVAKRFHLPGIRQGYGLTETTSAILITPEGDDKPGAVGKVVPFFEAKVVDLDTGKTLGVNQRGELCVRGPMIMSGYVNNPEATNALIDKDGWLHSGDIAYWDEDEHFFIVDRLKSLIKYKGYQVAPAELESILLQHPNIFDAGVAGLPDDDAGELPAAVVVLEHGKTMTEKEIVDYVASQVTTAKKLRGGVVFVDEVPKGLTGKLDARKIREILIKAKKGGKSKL
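Biochemical qHTS of compounds, final roughly 60 µM downward over six points, against 10 nM purified firefly luciferase using Km concentrations of substrates (10 uM D-luciferin, 10 uM ATP) in Tris acetate pH 7.5 buffer; luminescence output.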
* marks the source's active call; other numbers are inactive results; ? = inconclusive. Potency means the concentration at half of the fitted maximal effect.

molecule	FLuc modulator
COc1ccc(CCNC(=O)Cn2cc(C(=O)c3ccc(F)cc3)c(=O)c3ccc(C)nc32)cc1OC	-7%
Cc1ccc(CNS(=O)(=O)c2ccc3c(c2)CC(C)N3C(=O)C2CCC2)cc1 (stereo unspecified)	3%
CCOC(=O)Cn1c(=O)oc2cc(S(=O)(=O)N3CCN(c4ccccc4OC)CC3)ccc21	10%
COc1ccc(-c2noc(CC(=O)N(C)c3cccc(C)c3)n2)cc1	5%
O=C(c1cccc(Cl)c1)N1CCC(c2nc3ccccc3o2)CC1	4%
CCc1cccc(NC(=O)Cn2c(=O)n(Cc3ccccc3)c(=O)c3c(C)c(C(=O)N(C)C)sc32)c1	-7%
Cc1ccccc1CCNC(=O)C1CCN(S(=O)(=O)c2ccc3c(ccn3C)c2)CC1	2%
CCCOc1ccc(C(=O)Nc2cc3nn(-c4ccc(CC)cc4)nc3cc2C)cc1	?

The results go on.
molecule	FLuc modulator
COc1ccc(N(CC(=O)N2CCCCC2)S(=O)(=O)c2ccc(OC)c(OC)c2)cc1	-11%
CC(=O)c1cccc(NC(=O)C(CC(C)C)NS(=O)(=O)c2ccc3c(c2)CCN3C(C)=O)c1 (stereo unspecified)	-5%
CCCn1c(CCC(=O)Nc2ccc(OCC)cc2)nc2cccnc21	-1%
CCCOc1ccc(C(=O)Nc2cc(-c3nc4ccccc4[nH]3)ccc2C)cc1	?
Cc1ccc(NC(=O)Cn2cc(C(=O)C3CCCCC3)c3ccccc32)cc1	-9%
CN(C)c1ccc(C(CNC(=O)c2ccccc2Cl)N2CCCC2)cc1 (stereo unspecified)	4%
COc1ccc(-c2cn3cccnc3n2)cc1NC(=O)Nc1ccc(Cl)cc1	6µM*
Cc1ccc2oc(C(=O)N3CCC(c4nc5ccccc5s4)CC3)c(C)c2c1	?

Six structures from above, arranged by length of the SMILES, ascending.
molecule	FLuc modulator
CN(C)c1ccc(C(CNC(=O)c2ccccc2Cl)N2CCCC2)cc1 (stereo unspecified)	4%
Cc1ccc(NC(=O)Cn2cc(C(=O)C3CCCCC3)c3ccccc32)cc1	-9%
CCCOc1ccc(C(=O)Nc2cc(-c3nc4ccccc4[nH]3)ccc2C)cc1	?
Cc1ccccc1CCNC(=O)C1CCN(S(=O)(=O)c2ccc3c(ccn3C)c2)CC1	2%
CCOC(=O)Cn1c(=O)oc2cc(S(=O)(=O)N3CCN(c4ccccc4OC)CC3)ccc21	10%
CCc1cccc(NC(=O)Cn2c(=O)n(Cc3ccccc3)c(=O)c3c(C)c(C(=O)N(C)C)sc32)c1	-7%

Following part:
molecule	FLuc modulator
COc1ccc(NC(=O)CC2C(=O)N(c3ccccc3)C(=O)N2Cc2cccnc2)cc1 (stereo unspecified)	-3%
CCCCCNC(=O)c1cc2c(=O)n3ccccc3nc2n1C	2%
Cc1ccccc1CNC(=O)C(=O)NCC(c1ccc2c(c1)OCO2)N1CCOCC1 (stereo unspecified)	2%
CC1CCN(c2nc3c(S(=O)(=O)c4cccc(Cl)c4)nnn3c3ccsc23)CC1	-7%
CCCCn1c(SCC(=O)c2ccccc2)nc2sc3c(c2c1=O)CCCC3	7%
Cc1ccc(C)c(Cn2c(-c3cccs3)nc3ccccc32)c1	-11%
N#Cc1c(C(F)(F)F)cc(-c2ccc(F)cc2)nc1SCC(=O)Nc1ccccc1	4%
COc1ccccc1NC(=O)c1oc2ccccc2c1NC(=O)COc1ccccc1OC	4%

Further structures:
molecule	FLuc modulator
COc1ccc(CC2C(=O)Nc3ccc(Br)cc32)cc1OC (stereo unspecified)	0%
Cc1cccc(C(=O)Nc2cc3c(cc2N2CCCCC2)n(C)c(=O)n3C)c1	-4%
Cc1c(Cl)cccc1NC(=O)c1ncn(-c2ccccc2)n1	-12%
Cc1ccc(C)c(NC(=O)Cn2ccn(-c3ccc(F)cc3)c(=O)c2=O)c1	5%
Cc1nc2cccnc2n1C1CCN(C(=O)Nc2ccccc2)CC1	-11%
CC(C)C1N=C2c3ccccc3N=C(SCC(=O)NCc3ccc(F)cc3)N2C1=O (stereo unspecified)	-6%
COc1ccccc1CNC(=O)CCC(=O)N1Cc2ccccc2Oc2ncccc21	4%
O=C(CSc1nc2ccccc2nc1Cc1ccc(Cl)cc1)Nc1ccc2c(c1)OCO2	-6%

Later entries.
molecule	FLuc modulator
COc1cc(CCC(=O)NCc2ccc3c(c2)CCN3C(=O)c2cccc(C)c2)cc(OC)c1OC	-11%
CCc1c(C)c2cc3c(c(C)c2oc1=O)OCN(CCc1ccccc1F)C3	?
Cc1ccccc1CN1C(=O)c2ccccc2Sc2ccc(C(=O)NC(C)c3ccccc3)cc21 (stereo unspecified)	3%
COc1ccc(-c2noc(COc3cc(C)c(Br)c(C)c3)n2)cc1OC	-1%
CCC(Sc1nc2ccccc2c2nc(CCc3c(C)n[nH]c3C)nn12)C(=O)Nc1ccc(OC)cc1 (stereo unspecified)	-3%
CCc1cccc(NC(=O)c2nc(-c3ccncc3)no2)c1	-6%
CCOC(=O)c1ccccc1NC(=O)NCc1cccn1Cc1ccc(F)cc1	0%
CCOc1ccc(S(=O)(=O)Nc2ccc3c(c2)c(C(C)=O)c(C)n3S(=O)(=O)c2ccc(OCC)cc2)cc1	-12%

(next part)
molecule	FLuc modulator
Nc1c(C(=O)Nc2ccc(OC(F)(F)F)cc2)sc2nc(-c3ccncc3)ccc12	-5%
CCOC(=O)C1CCN(C(c2cccc(F)c2)c2c(O)cc(C)n(Cc3ccco3)c2=O)CC1 (stereo unspecified)	0%
CCc1ccc(NC(=O)CCNS(=O)(=O)c2ccc3c(c2)oc(=O)n3C)cc1	-1%
COc1cccc(OC)c1C(=O)NCCc1sc(-c2cccc(F)c2)nc1C	-4%
Cc1ccc(S(=O)(=O)c2nnn(CC(=O)Nc3ccccc3C)c2N)cc1C	3%
CCc1cccc(OCC(=O)Nc2ccc(S(=O)(=O)Nc3ncccn3)cc2)c1	?
Cc1ccc([N+](=O)[O-])cc1S(=O)(=O)N1CCn2cccc2C1c1ccccc1 (stereo unspecified)	-2%
c1ccc(N2CCN(c3ncnc4[nH]ncc34)CC2)cc1	-2%

More records follow.
structure	FLuc modulator
CCc1ccc(NC(=O)c2ccc(F)c(S(=O)(=O)N3CCN(c4ccc(OC)cc4)CC3)c2)cc1	-2%
CCOc1ccc(-c2cc(NC(=O)Nc3ccccc3C(F)(F)F)c(C(=O)OC)s2)cc1	4%
Cc1ccc(C)c(NC(=O)CSc2nnc(C)n3c2cc2occc23)c1	3%
CCCCn1c(SCC(=O)Nc2ccc(OCC)cc2)nc2ccsc2c1=O	?
O=C(Nc1ccc(F)c(Cl)c1)C1Cc2ccccc2CN1S(=O)(=O)c1ccc(F)cc1 (stereo unspecified)	-8%
CC(=O)Nc1ccccc1-c1nc2ccccc2n(CC(=O)Nc2ccc(C)c(Cl)c2)c1=O	0%
CCCNC(=O)CCc1c(C)nc2nc(CNC(=O)c3ccccc3)nn2c1C	-2%
CCc1ccc(NS(=O)(=O)c2cc(Br)cc3c2N(C(C)=O)CC3)cc1	2%
Cc1cccc(C2NC(=O)c3c(sc4c3CCN(C)C4)N2)c1O (stereo unspecified)	24µM*
COc1ccc(CNC(=O)C2CCCN(C(=O)N3CCOc4ccccc43)C2)cc1 (stereo unspecified)	-17%
COC(=O)c1c(C)sc(-c2c(-c3ccc(OC)c(F)c3)[nH]c3c2c(=O)n(C)c(=O)n3C)c1O	3%
COc1cccc(-c2nc3c(c(SCC(=O)Nc4cccc(C)c4C)n2)Cc2c(CO)cnc(C)c2O3)c1	-8%
O=C(c1ccc2c(c1)N(Cc1cccc(Cl)c1)C(=O)c1ccccc1S2=O)N1CCC(Cc2ccccc2)CC1 (stereo unspecified)	0%
COC(=O)c1sccc1S(=O)(=O)N(CC(=O)NCc1ccc(F)cc1)c1ccc(Cl)cc1	-12%
Cc1ccc2nc(-c3cccnc3)c(Nc3ccc(C(C)C)cc3)n2c1	2%

In the list so far, 4 have a furan ring, fused or not.
structure	FLuc modulator
Cc1ccc2oc(C(=O)N3CCC(c4nc5ccccc5s4)CC3)c(C)c2c1	?
COc1ccccc1NC(=O)c1oc2ccccc2c1NC(=O)COc1ccccc1OC	4%
CCOC(=O)C1CCN(C(c2cccc(F)c2)c2c(O)cc(C)n(Cc3ccco3)c2=O)CC1 (stereo unspecified)	0%
Cc1ccc(C)c(NC(=O)CSc2nnc(C)n3c2cc2occc23)c1	3%

New compounds follow:
structure	FLuc modulator
COc1cccc(C(=O)Nc2ccccc2C(=O)OCc2cc(=O)n3c4c(sc3n2)CCCC4)c1	-10%
COc1cc(/C=C/c2nc(C#N)c(N3CCN(C)CC3)o2)cc(OC)c1OC	-7%
O=C(Cn1ccn(-c2ccc(F)cc2)c(=O)c1=O)Nc1ccccc1C(F)(F)F	-6%
CC(=O)C1=C(c2ccc(Cl)c(Cl)c2)N(C(C)=O)n2c(nnc2C2CCCCC2)S1	0%
Cc1cccc(N2CCN(C(c3ccccc3)c3nnc(-c4ccccc4Cl)o3)CC2)c1C (stereo unspecified)	?
Cc1ccc(C)c(Nc2ncnc3onc(C)c23)c1	-5%
CCCCNC(=O)c1nn(-c2ccc(C)cc2)c(=O)c2c1c1ccccc1n2C	-5%
Cc1ccc(O)c(NC(=O)CCS(=O)(=O)c2nc(-c3cccs3)cc(C(F)(F)F)n2)c1	1%
COc1ccc(C(CNC(=O)c2oc3ccc(C)cc3c2C)N2CCOCC2)cc1 (stereo unspecified)	0%
CN1C(=O)c2ccccc2Sc2ccc(NC(=O)c3ccc(C(F)(F)F)cc3)cc21	4%
COc1cccc(-c2nc(S(=O)(=O)c3ccccc3)c(NCc3ccccc3)o2)c1	4%
Cc1c(C(=O)OC2CCCCC2)[nH]c2c1C(=O)CC(c1ccc(F)cc1)C2 (stereo unspecified)	-6%
Cc1csc2nc(COC(=O)c3cccc(NC(=O)c4cccc(Cl)c4)c3)cc(=O)n12	-5%
Cc1ccc2[nH]c(CSc3nnc(COc4ccccc4C)n3C)cc(=O)c2c1	-2%
CCOC(=O)c1ccc(NC(=O)CC2C(=O)N(c3cccc(C)c3)C(=O)N2CCOC)cc1 (stereo unspecified)	-3%

Nothing new here: 2 of the compounds above.
structure	FLuc modulator
Cc1ccc(O)c(NC(=O)CCS(=O)(=O)c2nc(-c3cccs3)cc(C(F)(F)F)n2)c1	1%
COc1ccc(C(CNC(=O)c2oc3ccc(C)cc3c2C)N2CCOCC2)cc1 (stereo unspecified)	0%

The listing continues:
structure	FLuc modulator
COc1cccc2c1ncc1c(-c3ccc(C)cc3)nn(-c3ccc(F)cc3)c12	-3%
CCOc1ccccc1NC(=O)Nc1cc(C(=O)NCc2ccc(C)cc2)ccc1N1CCCC1	-2%
Cc1ccccc1OCCn1c(-c2ccc(Cl)cc2)nc2ccccc2c1=O	4%
COc1ccc(NC(=O)c2c(NC(=O)C(F)(F)F)sc3c2CCCCC3)cc1	13µM*
Brc1ccc(Nc2c3c(nc4nncn24)CCC3)cc1	-5%
CCc1ccc(N(CC)C(=O)CCn2cnc3onc(-c4ccc(F)cc4)c3c2=O)cc1	0%
COc1cc(OC)cc(C(=O)Nc2cc(-c3nc4cccnc4s3)ccc2C)c1	?
Cc1ccc(NC(=O)c2c(NC(=O)c3ccccc3Cl)sc3c2CCC3)cc1	-18%
COc1cccc2c1cc1c(=O)n(CC(=O)O)nc(C)n12	-1%
COc1ccc(Cl)cc1NC(=O)Cn1c2ncccc2c(=O)n1-c1ccc(C)c(C)c1	-4%
Cc1cccc(-n2ncc(C(=O)N3CCc4ccccc4C3)c2C2CCN(C(=O)OC(C)(C)C)CC2)c1	-7%
CCOc1ccccc1NC(=O)c1c(C)cc(C)nc1SCC(=O)c1cccc(OC)c1	-9%
Cc1ccc(CSc2nc3cccnc3n2Cc2ccc(C(=O)NCCc3cccs3)cc2)cc1	0.43µM*
Cc1ccc(Oc2c(C(F)(F)F)oc3c(CN4CCCCC4C)c(O)ccc3c2=O)cc1 (stereo unspecified)	3%
Cc1ccc2[nH]c(=O)c(CN(C(=O)c3cccc(Cl)c3)C(C)(C)C)cc2c1	-2%

Further entries follow.
structure	FLuc modulator
CCCC12CN3CC(CCC)(CN(C1)C3c1c[nH]c3ccccc13)C2=O (stereo unspecified)	0%
CCOc1ccc(NC(=O)Cn2c(=O)n(CC(=O)NCCc3ccccc3)c(=O)c3sccc32)cc1	-3%
COc1cccc(CNC(=O)C(=O)NCC(c2ccc3c(c2)OCO3)N2CCOCC2)c1 (stereo unspecified)	0%
COc1ccccc1NC(=O)C1=C(C)Nc2nc(-c3ccco3)nn2C1c1ccccc1 (stereo unspecified)	-13%
CCOC(=O)c1c(C)[nH]c(CCC(=O)Nc2c(Cl)cc(OC)cc2OC)c1C	-12%
Cc1oc(-c2cccc(Cl)c2)nc1CN1CCCC(C(=O)NCc2ccc(F)cc2)C1 (stereo unspecified)	-16%
Cc1ccc(Cl)cc1NC(=O)CSc1nc2ccccc2nc1Cc1ccccc1	-2%
Cc1ccc(NC(=O)c2oc3c(c2C)-c2[nH]ncc2CC3)c(Cl)c1	-11%
COc1cc2c(cc1OC)C(COc1ccccc1OC)N(C(=O)c1ccc(S(=O)(=O)N(C)C)cc1)CC2 (stereo unspecified)	-4%
CCc1ccc(NC(=O)CN2C(=O)c3cccc4cccc2c34)cc1	4%
Cc1cccn2c(=O)cc(COc3cccc(NC(=O)c4ccccc4F)c3)nc12	0%
CCCNC(=O)Cn1c(=O)c2cccn2c2cccnc21	-4%
CCc1ccc(CNC(=O)c2ccc(CSc3nc4ccncc4n3Cc3ccc(OC)cc3)cc2)cc1	-8%
Cc1cccc(OCCSc2nc(-c3cccs3)nc3cc(=O)[nH]n23)c1	15µM*
Cc1ccccc1CSc1nc2c(sc3ccccc32)c(=O)n1CCCC(=O)NCCCOC(C)C	-1%

Remaining list, next part.
structure	FLuc modulator
COc1ccc(N2CCN(c3nc4ccc(C(=O)c5ccccc5)cc4n4cnnc34)CC2)cc1	-5%
CC(C)CC(=O)Nc1ccc2nc(SCC(=O)N3CCOCC3)sc2c1	?
COc1ccc(-c2ccc(CCC(=O)O)n2-c2ccc(Cl)cc2C)cc1	?
CCC(=O)N1CCc2cc(Br)cc(S(=O)(=O)CCC(=O)NCCc3cccc(C)c3)c21	-9%
O=C(CSc1nccn1Cc1ccc(F)cc1)NCc1ccco1	5%

These rows are one share of the data. The share of hits here may be higher or lower than overall.
